Screening data (PubChem)
GLD-1 RNA inh = GLD-1-TGE RNA interaction inhibition (C. elegans); inhibition, % at 5.96 µM; purified GLD-1 + fluorescein TGE RNA, fluorescence polarization; 0.44% of 320,000 active; AID 2280;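 active means percent inhibition above a per-plate cutoff, the plate mean of test compounds plus 3 SD, cut at about 30% in these data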;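 further: 0% = DMSO wells with GLD-1 and probe and 100% = wells lacking GLD-1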
PAFAH1B2 FP inh = PAFAH1B2 (human) inhibition | 1.2% of 340,000 active | inhibition, % at 3.39 µM | P68402 | AID 492953 | recombinant PAFAH1B2, FP-rhodamine activity probe, fluorescence polarization;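 active means inhibition above the mean of all tested compounds plus 3 SD, cut at about 24% in these data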;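 further: 0% = enzyme with DMSO and 100% = wells lacking PAFAH1B2; many of its hits are not listed in these tables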
PME-1 inh = PME-1 (human) inhibition. Q9Y570. recombinant PME-1, FP-Rh probe fluorescence polarization. inhibition, % at 5.9 µM. 0.53% of 320,000 active;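 active means inhibition above the campaign mean of all compounds plus 3 SD, cut at about 26% in these data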;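 further: competitive labeling of PME-1 active site by serine hydrolase directed probe; 0% = PME-1 with DMSO and 100% = wells lacking PME-1 enzyme; inhibitors block probe labeling so polarization falls and inhibition rises; many of its hits are not listed in these tables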
pPAFAH inh = inhibitors of human plasma PAF acetylhydrolase (pPAFAH) | Q13093 | AID 463082 | 1.5% of 330,000 active | inhibition, % at 3.39 µM | recombinant pPAFAH, FP-rhodamine probe fluorescence polarization;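 active means inhibition above the mean inhibition across the screen plus 3 SD, cut at about 25% in these data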;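 further: inhibitors block binding of the rhodamine activity-based probe so polarization drops; 0% = enzyme with DMSO and 100% = wells lacking pPAFAH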
Target sequence (Q13093 whole entry, looked up): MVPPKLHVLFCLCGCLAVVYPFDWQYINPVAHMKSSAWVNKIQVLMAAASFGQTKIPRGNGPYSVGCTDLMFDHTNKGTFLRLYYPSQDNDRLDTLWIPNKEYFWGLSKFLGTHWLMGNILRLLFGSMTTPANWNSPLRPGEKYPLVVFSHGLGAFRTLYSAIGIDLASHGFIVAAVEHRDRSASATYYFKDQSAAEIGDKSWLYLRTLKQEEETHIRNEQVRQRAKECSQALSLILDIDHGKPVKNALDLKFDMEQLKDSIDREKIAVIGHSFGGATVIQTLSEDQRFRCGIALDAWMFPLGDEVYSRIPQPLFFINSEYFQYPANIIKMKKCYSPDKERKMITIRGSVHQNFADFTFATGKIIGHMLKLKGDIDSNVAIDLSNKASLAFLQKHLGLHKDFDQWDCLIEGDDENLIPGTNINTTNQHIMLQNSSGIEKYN
BCLXL inh = inhibitors of human Bcl-xL; 0.7% of 320,000 active; Q07817; GST-Bcl-xL / FITC-Bim BH3 peptide fluorescence polarization; inhibition, % at 10.9 µM;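 active means inhibition above the mean of all tested compounds plus 3 SD, cutoff set per campaign, cut at about 30% in these data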;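 further: 0% = DMSO wells and 100% = unlabeled Bim-BH3 peptide competitor; inhibitors lower millipolarization by displacing the labeled peptide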
Target sequence (Q07817 whole entry, looked up): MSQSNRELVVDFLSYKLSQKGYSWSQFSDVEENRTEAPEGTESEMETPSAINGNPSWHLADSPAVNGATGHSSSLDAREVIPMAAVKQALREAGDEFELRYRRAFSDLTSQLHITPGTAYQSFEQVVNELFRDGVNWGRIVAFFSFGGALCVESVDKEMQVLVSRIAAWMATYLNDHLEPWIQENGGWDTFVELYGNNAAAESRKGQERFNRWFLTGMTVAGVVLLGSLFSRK
MEX-5 binding = C. elegans MEX-5 TCR-2 RNA binding activity; Q9XUB2; MEX-5/FITC-TCR2 RNA binding, fluorescence polarization; hits give low values; activity score (negative = inhibition of binding), % at 10 µM; 0.38% of 300,000 active; AID 1832;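 active means inhibition past about -25% in most replicates, and total fluorescence under double the plate's negative control median, limit read from the data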;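 further: 0% = DMSO and -100% = 5 µM competing unlabeled TCR2 RNA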
AHR act = human AHR activation | P35869 | AID 2796 | 2.5% of 320,000 active | AHR-responsive luciferase reporter cells, luminescence | activation, % at 5 µM; in the data active means activation above about 47%;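 further: 0% = vehicle wells and 100% = reference agonist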
Fam108B inh = counter-screen for RBBP9 inhibitors: inhibitors of mouse Fam108B | recombinant Fam108B, FP-Rh probe fluorescence polarization | inhibition, % at 9.51 µM | 0.33% of 300,000 active | AID 1947;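 active means inhibition above the screen mean inhibition plus 3 SD, computed separately per campaign, cut at about 18% in these data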;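 further: inhibitors lower polarization as less probe binds the enzyme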
MCL1-BIM inh = MCL1-BIM-BH3 interaction inhibition (human); Q07820; GST-MCL1 / FITC-Bim-BH3 fluorescence polarization; inhibition, % at 10.9 µM; 0.68% of 320,000 active; AID 2057;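 active means inhibition above the mean inhibition of all tested compounds plus 3 SD, set per campaign, cut at about 40% in these data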;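 further: 0% = DMSO wells and 100% = unlabeled Bim-BH3 peptide control; higher means more loss of mP so more displacement of Bim peptide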
Target sequence (Q07820 whole entry, looked up): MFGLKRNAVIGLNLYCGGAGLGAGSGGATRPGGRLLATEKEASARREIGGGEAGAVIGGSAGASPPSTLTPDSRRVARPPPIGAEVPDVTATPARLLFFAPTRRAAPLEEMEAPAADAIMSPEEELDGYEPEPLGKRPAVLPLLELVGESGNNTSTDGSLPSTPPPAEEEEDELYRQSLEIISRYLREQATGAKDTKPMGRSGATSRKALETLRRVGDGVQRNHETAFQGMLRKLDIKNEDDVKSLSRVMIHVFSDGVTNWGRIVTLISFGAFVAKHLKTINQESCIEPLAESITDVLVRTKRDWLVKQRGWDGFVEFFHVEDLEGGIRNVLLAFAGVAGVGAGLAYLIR
* marks the source's active call; other numbers are inactive results; . = not tested or not shown; & = joins results of further samples.

SMILES	GLD-1 RNA inh	PAFAH1B2 FP inh	PME-1 inh	pPAFAH inh	BCLXL inh	MEX-5 binding	AHR act	Fam108B inh	MCL1-BIM inh
CC1(C)CC(=O)C=C(NC2CCCCC2)C1	1.9	1.3	5.8	0.5	-0.6	-2.9	6.7	-0.6	-0.4
O=c1[nH]cnc2c1nc(NCc1ccccc1)n2C1O[C@@H](CO)[C@H](O)[C@@H]1O (stereo partly specified)	-5.8	4.5	0.2	9.3	-1.7	-1.8	-1.3	1.6	1.1
O=C(Nc1ccccc1Br)c1cccc2ccccc12	6.5	.	2.7	5.7	-5.3	3.9	12.4	-0.9	-2.3
C#CCOC(=O)CCCC(=O)NCCCCCCCC	-7.2	-0.3	4.0	3.8	4.1	0.4	1.0	3.3	0.4
Cc1ccc(N=Cc2c(O)n(-c3ccc4c(c3)OCO4)c(=O)c3ccccc23)cc1	2.6	-3.1	-4.1	-0.1	6.3	-0.1	-14.8	-0.3	-2.1
O=C(CSc1nc2scc(-c3ccccc3)c2c(=O)[nH]1)N1CCOCC1	0.1	3.7	0.6	2.1	-0.9	-0.7	-15.0	-1.2	1.0
COc1ccc(S(=O)(=O)NCC2CCCN(C(=O)CNC(C)=O)C2)cc1 (stereo unspecified)	-4.2	1.9	2.5	5.0	-0.2	-1.9	0.1	-3.2	0.9
CC(=O)Oc1c(C)c(C)c2c(c1C)CC[C@@](C)(CCC[C@H](C)CCC[C@H](C)CCCC(C)C)O2	4.1	5.9	-0.5	3.1	5.7	.	-3.6	-4.5	5.1
CCOc1cccc2cc(C(=O)Nc3ccccc3-c3ccccc3)c(=O)oc12	-1.0	0.2	-8.5	-7.3	-5.1	1.5	3.8	-10.9	-12.1
C[C@H](CCC(=O)NCC(=O)O)[C@H]1CC[C@H]2[C@@H]3[C@H](O)C[C@@H]4C[C@H](O)CC[C@]4(C)[C@H]3C[C@H](O)[C@]12C	4.5&3.1&-2.1	-7.5&8.1&-4.0	-4.3&-1.8&-1.4	-1.8&0.4&3.3	5.1&3.8&1.9	-2.7&-2.4	-3.0&0.1&-5.2	-3.9&0.8&0.8	-1.2&-11.8&9.4
O=C(Nc1ccccn1)c1ccc(S(=O)(=O)N2CCCCCC2)cc1	-6.3	1.5	-6.7	-12.3	2.9	-1.0	3.0	-4.2	4.7
O=C(CSc1ncnc2scc(-c3ccc(F)cc3)c12)c1ccc2c(c1)OCCO2	-4.3	-2.7	-10.2	-4.2	1.9	-2.0	8.8	-7.6	4.5
Cc1cccnc1NC(=O)c1ccc(S(=O)(=O)N2CCCCC2)cc1	5.4	0.9	-2.1	5.8	1.8	-1.7	-0.2	-2.8	4.3
Cc1cc2c(c(CO)c1CCO)C(=O)[C@@H](C)[C@@H]2O	1.5	4.8	.	-3.4	.	.	-2.0	.	.
COc1ccccc1N1C(=O)c2ccccc2NC1c1ccc(O)cc1 (stereo unspecified)	8.5	-0.9	5.1	2.3	5.0	-0.4	0.9	5.4	8.5
CN1CCN(C(=O)CSc2nc(-c3cccs3)ccc2C#N)CC1	-10.0	3.0	-3.3	4.3	2.0	-3.3	22.9	-1.5	11.9
Cc1ccc(S(=O)(=O)N2CCN(CC(O)CN3CCOCC3)CC2)cc1 (stereo unspecified)	-0.2	9.3	-0.5	4.8	4.5	.	0.5	.	0.9
CC(NC(=O)Cc1ccsc1)c1ccc(S(N)(=O)=O)cc1 (stereo unspecified)	2.2	6.2	0.9	2.0	6.5	0.5	-1.4	-3.2	10.6
O=C(N/N=C/c1cccs1)C(=O)Nc1cccc(Cl)c1	-1.0	1.6	3.2	4.0	2.8	-0.5	6.6	-1.3	9.9
CCOC(=O)C(C)C1(O)c2ccccc2-c2ncccc21 (stereo unspecified)	11.6	1.2	-5.0	-1.8	3.0	-1.8	-1.9	1.3	-4.2
COc1ccc(OC)c(NC(=O)COC(=O)Cn2nnc(-c3ccccc3)n2)c1	0.9	-1.5	-0.2	0.8	5.7	.	-2.0	.	-0.8
Cc1ccc(Br)c(NS(=O)(=O)c2cccc(C(=O)N3CCNC(=O)C3)c2)c1	3.5	5.7	.	19.2	.	.	1.3	.	.
CC(CC(F)(F)F)N1CCC(n2nccc2NC(=O)CCCc2ccccc2)CC1 (stereo unspecified)	10.5	-1.0	1.9	7.1	12.5	-1.4	3.7	1.5	4.4
O=C(c1ccc2c(c1)OCO2)C1CCCN(C(=O)Nc2ccc(F)cc2F)C1 (stereo unspecified)	-3.0	4.4	2.8	0.6	0.5	-3.1	-1.1	-1.8	3.3
CCOC(=O)C(NCCc1ccc(F)cc1)(NC(=O)CC)C(F)(F)F (stereo unspecified)	1.5	-4.0	-13.3	-2.9	-1.9	-1.8	2.9	0.5	4.6
COc1cccc(NC(=O)CN(C)CC(=O)Nc2cccc(C(F)(F)F)c2)c1	6.5	2.8	10.7	7.5	-1.0	-0.1	1.2	-0.8	6.7
Cc1c(Cl)cccc1N(CC(=O)N1CCCCCC1)S(C)(=O)=O	2.6	0.0	4.0	-2.1	1.5	2.2	4.3	-1.5	-2.2
COCCNC(=O)CN(CCc1ccccc1)S(=O)(=O)c1ccc(OC)cc1	1.9	7.0	3.1	3.5	-5.5	-0.6	-3.2	-4.7	-12.6
CCn1cc(CNCc2ccc(OCC(O)CN(C)Cc3ccccc3)cc2)cn1 (stereo unspecified)	8.1	1.6	-2.7	-0.7	3.6	-1.1	6.0	-3.1	5.7
COc1cccc(-n2c(Cc3cc(=O)[nH]c(=O)[nH]3)nnc2SCC(=O)N2CCCC2)c1	10.6	3.8	-2.5	0.8	5.8	0.0	-0.7	3.4	5.4
O=C(O)c1cccc(NC(=S)NC(=O)c2ccncc2)c1	4.4	1.4	-2.9	0.2	3.4	0.5	-2.2	1.9	6.5
COc1ccccc1NC(=O)CCSc1nnc(-c2ccco2)o1	4.7	-4.1	-0.8	3.9	3.8	-0.6	-1.0	4.1	-0.4
COc1cccc(N2CCN(CC(=O)Nc3ccccc3C(=O)NCc3ccccc3)CC2)c1	-3.9	-7.7	2.4	3.3	7.0	.	1.2	.	8.9
CCCCNC(=O)CSc1nc2cc3c(cc2c(=O)n1CCC(=O)NCCc1ccc(OC)c(OC)c1)OCO3	-4.0	2.4	-3.4	-9.8	-0.1	0.0	1.2	-2.3	-1.1
CCn1c(SCC(=O)Nc2oc(-c3ccccc3)c(-c3ccccc3)c2C#N)nnc1-c1cc(OC)cc(OC)c1	5.9	-0.5	-4.8	9.7	-6.2	-0.6	-1.0	-9.2	4.2
O=C(CC1OC(=O)c2ccccc21)NCC1COc2ccccc2O1 (stereo unspecified)	-0.9	3.8	-1.9	6.6	-6.0	2.2	1.9	3.0	-4.6
O=c1n(-c2ccccc2)c(=O)n2n1CCC2	-1.5	-2.1	-2.6	-2.9	4.4	-0.1	-0.9	1.8	5.4
O=C(O)[C@@H]1Cc2ccccc2N1	6.0	2.7	4.9	8.2	3.4	-1.0	19.7	1.1	5.2
CC(=O)N1N=C(c2cccc(Br)c2)OC12CCCC2	-5.0	-0.7	0.7	1.4	6.5	1.5	1.1	-1.4	2.8
CC(=O)Nc1sc2c(c1C(=O)N1CCOCC1)CCCCC2	-2.0	6.6	-8.5	-2.0	0.2	-1.8	-1.8	-1.0	2.4
O=C(O)CCC(=O)c1ccc2c(c1)OCCO2	-2.2	5.7	-2.7	1.1	0.5	0.0	-1.6	-0.7	-2.4
Cn1nnc2cc(NC(=O)N3CCN(c4ccccn4)CC3)ccc21	9.9	5.0	-4.7	0.2	-3.7	-1.7	0.0	-2.0	-1.8
COCCCNC(=O)c1ccc(N2CCCC2)c(NS(=O)(=O)c2ccc(C)cc2)c1	6.3	-1.2	8.5	5.1	10.9	-0.5	-1.9	-1.0	-0.8
CCCCCCCCCCSc1n[nH]c(NC(C)=O)n1	3.0	4.8	0.8	3.7	2.4	-2.2	0.7	0.4	2.0
O=C(COC(=O)c1cccnc1Cl)NC1CCCCC1	5.4	6.2	.	2.5	.	.	0.3	.	.
CCN(C(=O)COC(=O)/C=C/c1ccc(OC(F)F)c(OC)c1)C1CCS(=O)(=O)C1 (stereo unspecified)	3.8	0.7	2.5	-5.0	-1.3	.	0.5	.	-0.6
Cc1cccc(NC(=O)C(=O)NCc2ccc3c(c2)OCO3)c1C	1.6	4.2	-8.8	2.2	3.5	-2.2	-0.5	-2.5	1.5
CC(=O)N(C)c1ccc(N=Cc2c(O)ccc3ccccc23)cc1	-7.5	0.3	-3.3	-1.4	-4.6	3.7	17.6	-4.4	-0.5
Cc1ccc(CC(NC(=O)c2ccccc2)C(=O)NCC(=O)O)cc1 (stereo unspecified)	-2.0	3.5	2.9	5.8	4.9	1.0	-0.3	-1.9	4.4
CN(C)c1nc2c(c(=O)[nH]c(=O)n2C)n1Cc1ccccc1Br	1.9	6.0	4.9	-4.3	7.5	-0.3	2.0	-3.4	8.2
COC(=O)C1=C(C)N(CC2CCCO2)C(=O)C1 (stereo unspecified)	-2.0	-2.2	-8.4	2.5	8.6	-2.6	-3.6	1.1	12.0
C=CCNc1cnn(-c2ccc(C)cc2)c(=O)c1Sc1ccc(C)cc1	4.9	2.2	1.0	2.0	10.1	0.8	3.5	3.2	-0.1
COC(=O)Nc1nnc(-c2ccccc2Cl)s1	0.2	3.5	2.3	3.5	9.5	2.4	54.5*	2.0	5.0
Cc1ccc(C)c(S(=O)(=O)N2CCCC2CNC(=O)C(=O)NCCc2ccccc2)c1 (stereo unspecified)	1.6	1.6	-0.6	9.6	1.5	-1.5	-1.9	0.7	-3.8
CCC(=O)NS(=O)(=O)c1ccc(N=NN2CCCCC2)cc1	6.0	6.5	-1.6	-3.7	2.2	-2.3	5.5	-2.9	-5.8
CCCC(c1nnnn1CC(=O)OCC)N(Cc1cc2ccc(C)cc2[nH]c1=O)C1CCCC1 (stereo unspecified)	-0.2	2.3	1.4	2.2	7.1	-0.4	-0.2	3.1	-4.0
CCN(CC)S(=O)(=O)c1cccc(NC(=O)COc2ccc(C#N)cc2OC)c1	-0.7	-3.0	7.5	0.9	1.6	2.8	1.4	6.1	-1.4
CN(C1CCCCC1)S(=O)(=O)c1ccc(NC(=S)NC(=O)c2cccs2)cc1	11.0	-10.7	-24.4	-1.1	1.4	-1.5	0.7	-20.2	0.9
CCCOc1ccc(CCC(=O)N/N=C/c2ccc([N+](=O)[O-])o2)cc1	-1.1	3.8	4.7	12.9	3.1	0.9	3.6	2.1	6.2
O=C(O)C1C2CCC(C2)C1C(=O)NCCC1=CCCCC1 (stereo unspecified)	-12.3	9.1	-8.2	-6.9	7.3	-1.9	0.0	3.8	4.9

A second format for part of the listing above.
Structure: COCCCNC(=O)c1ccc(N2CCCC2)c(NS(=O)(=O)c2ccc(C)cc2)c1
  GLD-1 RNA inh: 6.3
  PAFAH1B2 FP inh: -1.2
  PME-1 inh: 8.5
  pPAFAH inh: 5.1
  BCLXL inh: 10.9
  MEX-5 binding: -0.5
  AHR act: -1.9
  Fam108B inh: -1.0
  MCL1-BIM inh: -0.8
Structure: CCCCCCCCCCSc1n[nH]c(NC(C)=O)n1
  GLD-1 RNA inh: 3.0
  PAFAH1B2 FP inh: 4.8
  PME-1 inh: 0.8
  pPAFAH inh: 3.7
  BCLXL inh: 2.4
  MEX-5 binding: -2.2
  AHR act: 0.7
  Fam108B inh: 0.4
  MCL1-BIM inh: 2.0

These rows are one share of the data; count on the stated rates, not on these rows.
